Screening results: PubChem, National Center for Advancing Translational Sciences (NCATS)
TGFb inhibitor = qHTS for Inhibitors of TGF-b | HepG2 CAGA-GFP TGF-b/SMAD3 reporter, GFP fluorescence, 18 h; TGF-beta stimulated, 500 pg/mL final | Potency, µM (titrated, usually from 46.1 µM), inactives show at the highest dose activity, negative = inhibition, usual class: inhibitors | 410,000 tested, 1.2% active | AID 588855, 2011; further: potency means the concentration at half of the fitted maximal effect; on the % scale 0 is the no-effect control and ±100 the full control effect; nearly all actives have a fitted effect of over 65% in size
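HEPG2 CAGA-GFP cells (1000/well, DMEM with 1% FBS) were pre-incubated 2 h at 37 degrees C, given compound by pin tool, then stimulated with TGF-beta at 500 pg/mL final for 18 h before per-cell GFP fluorescence imaging.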
A549 tox = Nrf2 qHTS screen for inhibitors: counterscreen for cytotoxicity. AID 504648, 2011. A549 ARE-Fluc cells, CellTiter-Fluor viability, 18-24 h. 390,000 tested, 0.16% active. Potency, µM (top dose mostly 46 µM), for the others: at the highest dose activity change, negative = cytotoxicity, hits mostly inhibitors; further: potency means the concentration at half of the fitted maximal effect; on the % scale 0 is the no-effect control and ±100 the full control effect
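A549 ARE_Fluc cells in 5% FBS OPTI-MEM were exposed to compounds in concentration-response for 18-24 h at 37 deg C. Viability was read by CellTiter-Fluor fluorescence (Ex 405/Em 525) after 30 min, before the luciferase read.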
S2 tox = Viability Counterscreen for Primary qHTS for Inhibitors of ATXN expression; S2 cells (HEK-293 line with an ATXN2-luciferase reporter) viability, CellTiter-Fluor protease fluorescence, 24 h; Potency, µM (highest dose often 56.7 µM), hits mostly cytotoxic; 400,000 tested, 0.49% active; further: potency means the concentration at half of the fitted maximal effect; nearly all actives have a fitted effect of over 40% in size
IL-1B inflam inh = qHTS for Inhibitors of Inflammasome Signaling: IL-1-beta AlphaLISA Primary Screen; AID 743279, 2014; THP-1 LPS/ATP IL-1B secretion, AlphaLISA, 16 h; active compounds read low; 360,000 tested, 4.7% active; activity change, % at 57.5 µM; in the data active means activity change below about -50%; inconclusive means mostly about -30% to -49%; further: on the % scale 0 is the no-effect control and ±100 the full control effect
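Secreted IL-1B measured by AlphaLISA bead assay after 16 h compound exposure of THP-1 cells; compounds (final up to 57.5 uM) added 1 h before LPS (250 ng/mL) and ATP (1.25 mM) stimulation; lower signal means less secretion.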
HepG2 tox = qHTS for Inhibitors of TGF-b: Cytotox Counterscreen. AID 588856, 2011. 410,000 tested, 0.76% active. Potency, µM (highest dose often 46.1 µM), inactives show at the top dose activity change, negative = cytotoxicity, hits mostly cytotoxic. HepG2 CAGA-GFP viability, ATP luminescence, 18 h; further: potency means the concentration at half of the fitted maximal effect; some results filed as inactive show a strong effect at the top dose
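HepG2 CAGA-GFP cells (1000/well, DMEM with 1% FBS) received compound, then TGF-beta at 500 pg/mL final, and were incubated 18 hours at 37 degrees C. Viability was read by CellTiter-Glo luminescence. Media-only wells were set as complete cell-killing and DMSO as no toxicity.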
Nrf2 ARE act = qHTS of Nrf2 Activators; 410,000 tested, 0.31% active; Potency, µM (top dose mostly 46.1 µM), inactives show top-dose activation, usual class: activators; AREc32 ARE-luciferase reporter (MCF7-derived line), luminescence, 24 h; further: potency means the concentration at half of the fitted maximal effect; % of control where 0% means no effect; nearly all actives have a fitted effect of over 65% in size
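AREc32 cells carrying an ARE-driven firefly luciferase, 1000 cells/well in OPTI-MEM with 5% FBS, dosed after overnight attachment and incubated 24 hr at 37 deg C. Steady-Glo luminescence read after 30 min at RT.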
MCF10A rereplic = A quantitative high throughput screen for small molecules that induce DNA re-replication in MCF 10a normal breast cells | MCF 10A DNA re-replication, Hoechst nuclear intensity, 48 h | Potency, µM (series often up to 46.1 µM), for inactives: at the top dose activity, positive = re-replication, most hits filed as activators | 350,000 tested, 2.9% active; further: potency means the concentration at half of the fitted maximal effect; % of control where 0% means no effect; nearly all actives have a fitted effect of over 50% in size
ATXN2 expr inh = Primary qHTS for Inhibitors of ATXN expression. 360,000 tested, 0.72% active. Potency, µM (top dose mostly 57 µM), without a hit: top-dose activity change, negative = inhibition, hits mostly inhibitors. AID 1745845, 2022. HEK-293 ATXN2-luciferase reporter, luminescence, 24 h; further: potency means the concentration at half of the fitted maximal effect; on the % scale 0 is the no-effect control and ±100 the full control effect; nearly all actives have a fitted effect of over 55% in size
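ATXN2-luciferase reporter cells (luciferase flanked by upstream and downstream ATXN2 gene portions) were treated 24 h at 37 °C with compounds at up to 57 uM. SteadyGlo luminescence gave expression; GF-AFC fluorescence gave viability.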
Nrf2 block = Nrf2 qHTS screen for inhibitors. Potency, µM (top dose mostly 46 µM), for inactives: at the highest dose activity change, negative = inhibition, usual class: inhibitors. AID 504444, 2011. 360,000 tested, 2.1% active. A549 ARE-Fluc reporter, luciferase luminescence, 18-24 h; further: potency means the concentration at half of the fitted maximal effect; on the % scale 0 is the no-effect control and ±100 the full control effect; nearly all actives have a fitted effect of over 60% in size
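Quantitative HTS in A549 cells stably bearing an antioxidant response element-firefly luciferase construct. Inhibition of Nrf2-driven transcription was scored by luminescence after 18-24 h of compound exposure at 37 °C.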
* hit, by the source's call; i = inactive; ? = inconclusive; . = no result given; & = joins results of further samples; [ ] = another dose, or the depositor's remark. Unless noted, the call rests on the fitted dose curve; in most records, active means well fitted curve in the direction sought with a large enough effect; inconclusive means small, poorly fitted or top-dose-only effect, or another doubt; inactive means no such curve, though single readings can be large; an effect the other way counts as inactive or inconclusive.

cpd | mol | TGFb inhibitor | A549 tox | S2 tox | IL-1B inflam inh | HepG2 tox | Nrf2 ARE act | MCF10A rereplic | ATXN2 expr inh | Nrf2 block
1 | Cc1ccc(N2C(=O)N(CC(=O)Nc3cccc(Cl)c3)C(=O)C2C)cc1 (stereo not given) | -5% | -15% | i | -61* | -24% | 0.1% | 2% | 19% | -10%
2 | CC1=CC(c2ccc(Cl)cc2)n2nc(N3C(=O)CCC3=O)nc2N1 (stereo not given) | 19% | 16% | i | 3 | -18% | -0.5% | 0% | 1% | 2%
3 | COc1nc(NCC(C)C)nc(Oc2ccc(OCc3ccccc3)nn2)n1 | -2% | 0% | i | 0 | -24% | 0.2% | 1% | -6% | -15%
4 | COc1ccc(N2CCN(c3oc(/C=C/c4ccc(F)cc4)nc3C#N)CC2)cc1 | . | 3% | . | . | -19% | -0.4% | . | . | 3%
5 | COc1ccc(/C=C/C(=O)N2CCCc3ccccc32)c(OC)c1 | -2% | 2% | i | ? | -9% | 2.7% | ? | 10% | 4%
6 | Cc1cc(C)cc(Cn2c3ccc(NC(=O)NCc4ccc(F)cc4)cc3c(=O)n2C)c1 | 1% | . | i | -8 | 1% | 0.1%[9.22 µM] | . | 2% | .
7 | CCOc1ccc(NC(=S)NCCCc2ccccc2)cc1 | -26% | 3% | i | -18 | -21% | -0.6% | ? | -5% | ?
8 | O=CNC1c2ccccc2CCc2ccccc21 | -3% | -12% | i | 20 | -8% | -0.2% | -5% | 6% | -20%
9 | COc1ccc(S(=O)(=O)N2CCCC2)c(C)c1C | -16% | 0% | i | 36 | -41% | -0.3% | 9% | -9% | -16%
10 | CCc1sc(-c2cc3cccc(OC)c3oc2=O)nc1-c1ccccc1 | -4% | -2% | . | . | -7% | . | . | . | 4%
11 | Cc1cc(C)n(-c2ccc(C(=O)C(C#N)c3nc4ccccc4n3C)cc2)n1 (stereo not given) | -3% | -2% | i | -12 | -12% | 0.3% | -7% | -7% | ?
12 | CSc1nc2ccsc2c(=O)n1-c1ccccn1 | 2% | -11% | i | -3 | 6% | -0.1%[9.22 µM] | -15% | 7% | 1%
13 | COc1cc(C(=O)Nc2ccc3c(c2)OCCO3)ccc1OC(F)F | -3% | -1% | i | 0 | -23% | 2.1% | 8% | 58%[activator] | .
14 | COc1ccc(C)cc1NC(=O)n1ncc2cc(Cl)ccc21 | 13% | 14% | i | 17 | 4% | 5.3% | -2% | -13% | 25%
15 | O=C(O)CCc1ccc(-c2ccc(Cl)cc2)n1CC(=O)O | 1% | 7% | i | 10 | -2% | -0.3% | -3% | 2% | 8%
16 | CC(Nc1ccc(-c2nc(-c3cccnc3)no2)cc1[N+](=O)[O-])c1ccccc1 (stereo not given) | ? | -1% | i | . | -5% | -0.2% | . | 4% | 10%
17 | COc1ccc(/C(O)=C/c2nc3ccccc3n(-c3ccccc3)c2=O)cc1 | 8% | 2% | i | ? | 8% | 2.2% | 8.2µM* | -2% | -17%
18 | CCN(c1cccc(C)c1)S(=O)(=O)c1ccc(-n2cccn2)cc1 | -20%&-41% | 8%&7% | ? | -14 | -8%&-33% | 0.2%&0.9% | 11% | -26%&-32% | ?
19 | CCn1c(SCC(=O)N2CCCC2=O)nc2ccccc21 | -13% | . | i | -4 | -2% | -1.6% | . | . | .
20 | Cc1ccc(Oc2ccccc2NC(=O)CN2C(=O)NC3(CCCC3)C2=O)cc1 | -11% | 13% | i | 0 | -10% | 0.3% | 2% | -16% | -11%
21 | CC(C)c1ccc(NC(=O)CCc2ccccc2)cc1 | 13% | -11% | i | ? | -7% | 8.5% | 8.2µM* | 27% | 24%
22 | O=C(COC(=O)c1ccc(NS(=O)(=O)c2ccc3c(c2)OCCO3)cc1)NC1CCS(=O)(=O)C1 (stereo not given) | 12% | 2% | i | 35 | 7% | -0.1%[9.22 µM] | -27% | 5% | -13%
23 | Cc1ccnn1-c1ccc(C(=O)NCC(c2ccco2)N2CCCC2)cc1 (stereo not given) | 10% | 12% | i | -13 | -13% | 3.3% | ? | 13% | 6%
24 | Cc1ccc(C)c(NC(=O)c2ccc(OCc3c(C)noc3C)cc2)c1 | 9% | -1% | i | -26 | -22% | -0.1% | 1% | 2% | -19%
25 | CCCCN(C)CCNS(=O)(=O)c1ccc2c(c1)n(C)c(=O)c(=O)n2C | -5% | -1% | i | 5 | -4% | -1.1% | -1% | -3% | 17%
26 | CC1CSc2nc3sc4c(c3c(=O)n21)CCCC4 (stereo not given) | 14% | -2% | i | -5 | -14% | 1.9% | 2% | 29% | .
27 | O=C(NCC1CCCO1)c1ccc2c(c1)N(Cc1ccccc1)C(=O)CS2=O (stereo not given) | -3% | 1% | i | -8 | -14% | -0.2% | -3% | -7% | 6%
28 | Cc1ccc(-c2cc3nc(NCCOc4ccccc4Cl)n(C)c(=O)c3s2)cc1 | 11% | . | i | 12 | -4% | -1.2%[9.22 µM] | . | 13% | .
29 | CC(C)C(=O)c1cc2c(cc1NC(=O)c1cccs1)OCCO2 | 20% | -1% | i | 7 | -8% | 8.1% | ? | 18% | .
30 | CCCCCCCC1c2c(c(C)c(C)oc2=O)Oc2c(C)c(C)oc(=O)c21 | ? | 7% | i | -17 | 2% | -0.6% | 3% | -1% | -14%

Three compounds already listed, ordered by length of the SMILES, falling.
cpd | mol | TGFb inhibitor | A549 tox | S2 tox | IL-1B inflam inh | HepG2 tox | Nrf2 ARE act | MCF10A rereplic | ATXN2 expr inh | Nrf2 block
2 | CC1=CC(c2ccc(Cl)cc2)n2nc(N3C(=O)CCC3=O)nc2N1 (stereo not given) | 19% | 16% | i | 3 | -18% | -0.5% | 0% | 1% | 2%
13 | COc1cc(C(=O)Nc2ccc3c(c2)OCCO3)ccc1OC(F)F | -3% | -1% | i | 0 | -23% | 2.1% | 8% | 58%[activator] | .
14 | COc1ccc(C)cc1NC(=O)n1ncc2cc(Cl)ccc21 | 13% | 14% | i | 17 | 4% | 5.3% | -2% | -13% | 25%

The list goes on.
cpd | mol | TGFb inhibitor | A549 tox | S2 tox | IL-1B inflam inh | HepG2 tox | Nrf2 ARE act | MCF10A rereplic | ATXN2 expr inh | Nrf2 block
31 | CC(=O)Nc1ccc(S(=O)(=O)NC2(C(F)(F)F)NC(=O)N(c3ccc(C)cc3)C2=O)cc1 (stereo not given) | 38%&4%[activator] | 2%&-2% | i | -1 | -27%&-1% | -0.2%&-1.1% | 20% | 4%&11% | 5%&7%
32 | Nc1nc2c(Cl)ccc(Cl)c2s1 | 15% | 1% | i | 0 | 6% | -0.3% | -1% | . | -4%
33 | Cn1c(CCN2CCN(c3ccccn3)CC2)nc2cc(NC(=O)COc3ccccc3)ccc21 | ? | -4% | ? | -14 | -18% | 6.4% | 1% | . | 23µM*
34 | COc1ccccc1-n1c(SCC(N)=O)nc2c(c1=O)SCC2 | -1% | -7% | i | 14 | 10% | -0.3% | 2% | 1% | 7%
35 | CCc1ccc(NC(=S)NC2CCN(Cc3ccccc3)CC2)cc1 | ? | -4% | ? | 0 | -54% | 0.3%[9.22 µM] | 9% | -25% | 19%
36 | Cc1cc(C(F)(F)F)nn1CC(=O)NCc1cccs1 | 8% | 3% | i | 1 | -7% | 0.2% | 22% | . | 6%
37 | N#CCCN(NC(=O)OCc1ccccc1)C(=O)OCc1ccccc1 | -3% | 2% | i | 0 | 7% | 0.6% | -1% | -7% | 0%
38 | CC(=O)c1ccc(CCCC(=O)O)cc1 | 6% | 0% | i | 11 | 2% | -0.2% | 13% | -4% | 2%
39 | COCCNC(=O)c1cc(-c2cccc(OC)c2)on1 | -13% | 4% | i | -3 | -11% | -0.2% | 2% | 11% | 22%
40 | CC(C)CN1C(=O)c2ccc(NC(=O)c3cccs3)cc2C1=O | -14% | 0% | i | -52* | -29% | 4.2% | ? | 24% | ?
41 | O=S1(=O)c2cccc3cccc(c23)N1CCBr | 3% | 2% | i | -7 | 4% | 5.7% | 0% | 2% | -14%
42 | C=CCn1c(N)c(C(=O)NCCC2=CCCCC2)sc1=S | -13% | 11% | i | 0 | 18% | 5.5% | ? | 37%[activator] | 4%
43 | O=C(NC1CCCCC1)C(c1ccco1)N(C(=O)c1csnn1)c1ccccc1 (stereo not given) | -25% | -5% | i | -7 | -8% | 0.2% | -13% | 2% | -5%
44 | CN(C)c1ccc(/C=C2\NC(=S)N(Cc3ccccc3)C2=O)cc1 | 67%[activator] | -18% | i | -5 | -32% | 0.6% | ? | 7% | -11%
45 | O=C(Nc1nnc(COc2ccc(F)cc2)s1)Nc1ccccc1F | ? | -20% | i | 8 | 1% | 0.2% | ? | -8% | ?
46 | CC1=CC(C)(C)N(C(=O)c2ccc(F)cc2)c2cc3c(cc21)OCO3 | -3% | 1% | i | -27 | -16% | -0.4% | ? | -7% | -23%
47 | CCn1c(SCC(=O)Nc2nccs2)nnc1-c1cc2cccc(OC)c2o1 | 0% | 0% | ? | 16 | -2% | 0.0% | 3% | -3% | -3%
48 | Cn1cc(C(=O)N2CCN(c3ccccn3)CC2)c(=O)c2cc(S(=O)(=O)N3CCOCC3)ccc21 | 11% | -2% | i | 2 | -39% | -0.6% | -33%[inhibitor] | -7% | 3%
49 | Cc1ccc(C(=O)NCN2CCN(c3ccccc3)CC2)cc1 | 10% | -1% | i | -3 | 7% | -0.2% | 4% | 6% | 3%
50 | COCCCNC(=O)c1cc2cc(Br)ccc2oc1=O | 4% | 3% | i | 10 | 1% | 0.0% | 3% | -17% | 1%
51 | CSc1ccc(CCNS(=O)(=O)c2cc(-c3cc(C)no3)ccc2C)cc1 | ? | -6% | . | . | -24% | 0.5% | . | . | ?
52 | Cc1ccc(C(=O)N/C(=C/c2cccs2)C(=O)NCCc2c[nH]c3ccccc23)cc1 | ? | 2% | i | 0 | -39% | 1.5% | ? | -1% | ?
